TRPV1 agonist: human TRPV1 agonism; TRPV1-expressing cells, Fluo-8 calcium influx, agonist mode; activation, % at 8.33 µM; Q8NER1; 0.19% of 320,000 active; in the data active = activation above about 80%; inconclusive = between about 30% and that limit; note: 0% is about no effect
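Cells expressing TRPV1 were dye-loaded with Fluo-8 and read kinetically: 10 s baseline, 3 min after compound (agonist portion), then 2 min after EC20 capsaicin (allosteric enhancer portion). Calcium-bound dye fluorescence at 480/520 nm.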
USP2a block: USP2a (human) protease inhibition; O75604; USP2 core, Ub-CHOP2 coupled fluorogenic reporter, 485/531; Potency, µM (top dose mostly 38.3 µM), inactives show at the top dose activity change, negative = inhibition, hits mostly inhibitors; 0.01% of 330,000 active;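 note: potency is the fitted concentration of half-maximal effect; plate controls were DMSO wells for no effect and full inhibition by NEM control for full effect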
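Deubiquitinase activity read as fluorescence (485/531 nm) after Ub-CHOP2 cleavage activates the enterokinase reporter on its substrate; USP2 core 10nM, Ub-CHOP2 and substrate 25nM each, 30min compound preincubation then 60min RT; data normalized to NEM, curves fitted.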
FBPA coupling cs: counter-screen for Giardia aldolase inhibitors: coupling enzyme system; coupling enzyme system counterscreen, AmpLite Red fluorescence; activity change, negative = inhibition, % at 58.2 µM, hits read low; 0.67% of 290,000 active; AID 2472; in the data active = activity change below about -30%; note: % is set by controls: 0 for no effect and ±100 for the full control effect
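Fluorescence at 525 nm excitation and 598 nm emission measured inhibition of the coupled detection system without aldolase. Compounds (at 57.5 uM final) were preincubated 10 min at room temperature with coupling enzyme reagent before a 20 min substrate/AmpLite Red step.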
B2AR arrestin: agonists driving beta-arrestin recruitment to human beta2-adrenergic receptor; P07550; beta-arrestin recruitment to beta2AR, cell-based reporter; Potency, µM (doses to about 46.1 µM), for inactives: at the top dose activation, actives largely listed as activators; 0.02% of 330,000 active;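 note: potency is the fitted concentration of half-maximal effect; 0% = DMSO controls and full agonism = EC100 isoproterenol or metaproterenol; nearly all actives have a fitted effect of over 65% in size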
KCNH2 3.1 inh: blocks the human KCNH2 3.1 channel isoform | activity change, % (tested at about 1.8 µM) | 0.95% of 340,000 active | U2OS KCNH2 3.1, thallium flux FluxOr; hits give low values;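 active = maximum activity change below -70%; inconclusive = maximum activity change from -70% to -50%; inactive = maximum activity change above -50%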;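 note: thallium influx rate constant from kinetic fluorescence after stimulation buffer; % is set by controls: 0 for no effect and ±100 for the full control effect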
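Steps: virus added to U2OS suspension (4 h, RT, dark); medium with 10% FBS added, cells plated, 37 C overnight; FluxOr/Red40 loading buffer 45 min RT; stimulation buffer, 2 min kinetic read; rate constant normalized.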
hERG WT inh: blocks the wildtype human KCNH2 potassium channel. Q12809. U2OS, BacMam KCNH2, thallium flux FluxOr; hits give low values. activity change, % at 1.84 µM. 0.37% of 340,000 active;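 active = maximum activity change below -70%; inconclusive = maximum activity change between -70% and -50%; inactive = maximum activity change above -50%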; note: % is set by controls: 0 for no effect and ±100 for the full control effect
Target sequence (Q12809 whole entry, looked up): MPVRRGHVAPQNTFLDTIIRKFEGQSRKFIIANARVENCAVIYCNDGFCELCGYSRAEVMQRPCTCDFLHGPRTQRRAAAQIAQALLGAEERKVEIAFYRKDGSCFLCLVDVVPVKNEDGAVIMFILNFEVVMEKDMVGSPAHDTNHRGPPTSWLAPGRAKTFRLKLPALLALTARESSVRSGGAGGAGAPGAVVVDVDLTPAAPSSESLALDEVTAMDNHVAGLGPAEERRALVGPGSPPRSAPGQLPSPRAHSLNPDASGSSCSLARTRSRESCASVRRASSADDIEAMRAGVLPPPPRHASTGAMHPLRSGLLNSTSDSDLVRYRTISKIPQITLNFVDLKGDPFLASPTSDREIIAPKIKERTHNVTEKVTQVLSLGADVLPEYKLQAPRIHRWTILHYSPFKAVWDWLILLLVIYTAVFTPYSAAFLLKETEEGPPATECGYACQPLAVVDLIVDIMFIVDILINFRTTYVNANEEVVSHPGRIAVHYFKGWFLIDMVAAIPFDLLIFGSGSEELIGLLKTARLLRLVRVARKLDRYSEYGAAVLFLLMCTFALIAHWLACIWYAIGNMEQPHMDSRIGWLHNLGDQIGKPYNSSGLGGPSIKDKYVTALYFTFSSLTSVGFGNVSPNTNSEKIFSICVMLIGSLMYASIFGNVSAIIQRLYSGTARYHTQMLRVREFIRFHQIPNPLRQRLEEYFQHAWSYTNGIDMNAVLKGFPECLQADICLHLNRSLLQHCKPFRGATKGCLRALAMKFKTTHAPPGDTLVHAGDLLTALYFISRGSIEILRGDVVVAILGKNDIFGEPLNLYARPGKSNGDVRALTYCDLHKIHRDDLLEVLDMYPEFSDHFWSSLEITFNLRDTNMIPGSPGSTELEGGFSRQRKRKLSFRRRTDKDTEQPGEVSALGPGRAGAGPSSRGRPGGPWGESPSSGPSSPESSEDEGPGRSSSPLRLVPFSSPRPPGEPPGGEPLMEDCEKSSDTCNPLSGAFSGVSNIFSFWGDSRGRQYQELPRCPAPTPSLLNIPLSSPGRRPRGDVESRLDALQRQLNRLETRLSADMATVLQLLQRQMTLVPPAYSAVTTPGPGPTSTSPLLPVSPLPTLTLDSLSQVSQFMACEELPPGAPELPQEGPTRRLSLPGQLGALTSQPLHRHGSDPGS
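U2OS cells transduced with wild-type KCNH2 virus are loaded with FluxOr dye for 45 min, and thallium flux is measured in kinetic reads before and after stimulation buffer. Rate constants are normalized to DMSO controls.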
GALK inh: inhibitors of human galactokinase; P51570; Purified GALK, Kinase-Glo residual ATP luminescence; Potency, µM (titrated, usually from 57.5 µM), for inactives: top-dose activity change, negative = inhibition, hits mostly inhibitors; 0.007% of 270,000 active; note: potency is the fitted concentration of half-maximal effect; % is set by controls: 0 for no effect and ±100 for the full control effect
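The enzyme phosphorylates galactose (100 uM) using ATP (35 uM); inhibition is detected as higher residual ATP, quantified by bioluminescence after 1 h reaction at room temperature, pH 8.0.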
MLL CXXC-DNA inh: MLL CXXC-DNA interaction inhibition; Q03164; MLL-CXXC / FITC-HOXA9 DNA fluorescence polarization; Potency, µM (highest dose often 115 µM), without a hit: at the top dose activity change, negative = inhibition, usual class: inhibitors; 0.037% of 290,000 active; AID 2662; active = well fitted inhibition curve with a large enough effect in the polarisation, with a control signal flat, not every such curve was filed as active; inconclusive = small, poorly fitted or top-dose-only effect, or effect the other way, or a change in a side signal; inactive = no such curve, though single readings can be large or run the other way; the % refers to the polarisation; note: potency is the fitted concentration of half-maximal effect
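Steps: dispense CXXC domain solution (7 uM) → pin compounds or unlabeled HOX-A9 DNA control → 5 min ambient → add FLSN-HOX-A9 solution (50 nM) → spin → 30 min ambient → fluorescence polarization. Tris pH 7.5/NaCl/DTT/BSA buffer.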
Menin-MLL TR inh: displaces Texas Red mutant MLL peptide from human menin; Menin + Texas Red MLL mutant peptide, fluorescence polarization; Potency, µM (titrated, usually from 61.6 µM), inactives show top-dose FP activity change, negative = inhibition, hits mostly inhibitors; AID 1768; 0.23% of 270,000 active; active = well fitted inhibition curve with a large enough effect in the polarisation, with a control signal flat, not every such curve was filed as active; inconclusive = small, poorly fitted or top-dose-only effect, or effect the other way, or a change in a side signal; inactive = no such curve, though single readings can be large or run the other way; the % refers to the polarisation; note: potency is the fitted concentration of half-maximal effect; % of control where 0% means no effect; many of its hits are not listed in these tables
PKM2 activator: PKM2 (human) enzyme activation | P14618 | purified PKM2, Kinase-Glo ATP luminescence, activation; response scale: 0% is enzyme alone, no compound | Potency, µM (top dose mostly 57.5 µM), without a hit: top-dose activation, hits mostly activators | 0.34% of 260,000 active; note: potency is the fitted concentration of half-maximal effect; % is set by controls: 0 for no effect and ±100 for the full control effect; nearly all actives have a fitted effect of over 55% in size
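Purified hPK-M2 (>95%) run at intermediate activity with 0.1 mM ADP and 0.5 mM PEP in 50 mM imidazole pH 7.2, KCl, MgCl2; 1 h room temperature. ATP formed read by Kinase-Glo luminescence; normalized to uninhibited and no-enzyme controls.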
Giardia killer: Giardia lamblia killing | 0.15% of 340,000 active | Giardia lamblia trophozoite viability | activity change, % at 7.66 µM, hits read low; in the data active = activity change below about -80%; inconclusive = between about -30% and that limit;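 note: parasites exposed to compound for two days anaerobically before the ATP read; % is set by controls: 0 for no effect and ±100 for the full control effect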
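Luminescence from cellular ATP indicates surviving trophozoites (100 cells/well) following 48 hrs anaerobic compound treatment at 37 deg C; signal develops 15-30 min at room temperature.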
Active calls of the source: *; ? = inconclusive; / = not tested or not shown; [ ] = remark or other dose. Unless noted, calls come from the whole dose curve; as a rule, active = well fitted curve in the direction sought with a large enough effect; inconclusive = small, poorly fitted or top-dose-only effect, or another doubt; inactive = no such curve, though single readings can be large; an effect the other way counts as inactive or inconclusive. These rows are one share of the data; the hit share may differ from the screen's.

Start of the listing, in advance:
| entry | Structure | TRPV1 agonist | USP2a block | FBPA coupling cs | B2AR arrestin | KCNH2 3.1 inh | hERG WT inh | GALK inh | MLL CXXC-DNA inh | Menin-MLL TR inh | PKM2 activator | Giardia killer |
| --- | --- | --- | --- | --- | --- | --- | --- | --- | --- | --- | --- | --- |
| 1 | CCOc1ccc(C(=O)Nc2ccc(N3CCCC3)cc2)cc1 | 3 | -19% | -2 | 0.1% | -24 | -2 | 0% | ? | 7% | 0% | -8 |
| 2 | C1CN=C(NC23CC4CC(CC(C4)C2)C3)C1 | 0 | -1% | 0 | -2.0% | 15 | -3 | / | -1% | -4% | -1% | -5 |
| 3 | Cc1cc(Cl)c2oc(C(=O)NCCN3CCCCC3CO)c(C)c2c1 (stereo not given) | -3 | 2% | -1 | 0.0% | 5 | 18 | -4% | 1% | -12% | 4% | -1 |
| 4 | CCCC(=O)Nc1ccc2c(c1)Cc1ccccc1-2 | 12 | 2% | 1 | 0.0% | -8 | -12 | 1% | 5% | 4% | 1% | -17 |
| 5 | O=C(Nc1ccccc1Cl)/C(Cl)=C(\Cl)S(=O)c1ccccc1 (stereo not given) | 26 | -2% | -7 | 0.0% | 1 | -2 | 2% | -24% | 28% | ? | -1 |
| 6 | O=C(NCCc1ccccc1)C1CCN(C2CCN(Cc3ccco3)CC2)CC1 | -2 | 2% | 0 | -0.7% | 7 | 30 | -2% | -4% | 17% | 3% | 7 |
| 7 | CCn1c(/C=C2\C(=O)Nc3ccccc32)nc2ccccc2c1=O | 0 | 4% | 5 | -0.5% | 6 | 1 | 1% | 4% | ? | -16% | -6 |
| 8 | CCCCn1c(N)c(N(CC(C)C)C(=O)CCCSc2nncs2)c(=O)[nH]c1=O | 0 | 9% | 1 | 0.2% | -9 | -4 | 0% | -20% | 24% | -4% | 8 |
| 9 | Cc1cc(C)c2c(CN3CC(C)OC(C)C3)cc(=O)oc2c1C (stereo not given) | 15 | 0% | 0 | 0.2% | 0 | -18 | / | 6% | ? | / | -7 |

All compounds of this part, from the start:
| entry | Structure | TRPV1 agonist | USP2a block | FBPA coupling cs | B2AR arrestin | KCNH2 3.1 inh | hERG WT inh | GALK inh | MLL CXXC-DNA inh | Menin-MLL TR inh | PKM2 activator | Giardia killer |
| --- | --- | --- | --- | --- | --- | --- | --- | --- | --- | --- | --- | --- |
| 1 | CCOc1ccc(C(=O)Nc2ccc(N3CCCC3)cc2)cc1 | 3 | -19% | -2 | 0.1% | -24 | -2 | 0% | ? | 7% | 0% | -8 |
| 2 | C1CN=C(NC23CC4CC(CC(C4)C2)C3)C1 | 0 | -1% | 0 | -2.0% | 15 | -3 | / | -1% | -4% | -1% | -5 |
| 3 | Cc1cc(Cl)c2oc(C(=O)NCCN3CCCCC3CO)c(C)c2c1 (stereo not given) | -3 | 2% | -1 | 0.0% | 5 | 18 | -4% | 1% | -12% | 4% | -1 |
| 4 | CCCC(=O)Nc1ccc2c(c1)Cc1ccccc1-2 | 12 | 2% | 1 | 0.0% | -8 | -12 | 1% | 5% | 4% | 1% | -17 |
| 5 | O=C(Nc1ccccc1Cl)/C(Cl)=C(\Cl)S(=O)c1ccccc1 (stereo not given) | 26 | -2% | -7 | 0.0% | 1 | -2 | 2% | -24% | 28% | ? | -1 |
| 6 | O=C(NCCc1ccccc1)C1CCN(C2CCN(Cc3ccco3)CC2)CC1 | -2 | 2% | 0 | -0.7% | 7 | 30 | -2% | -4% | 17% | 3% | 7 |
| 7 | CCn1c(/C=C2\C(=O)Nc3ccccc32)nc2ccccc2c1=O | 0 | 4% | 5 | -0.5% | 6 | 1 | 1% | 4% | ? | -16% | -6 |
| 8 | CCCCn1c(N)c(N(CC(C)C)C(=O)CCCSc2nncs2)c(=O)[nH]c1=O | 0 | 9% | 1 | 0.2% | -9 | -4 | 0% | -20% | 24% | -4% | 8 |
| 9 | Cc1cc(C)c2c(CN3CC(C)OC(C)C3)cc(=O)oc2c1C (stereo not given) | 15 | 0% | 0 | 0.2% | 0 | -18 | / | 6% | ? | / | -7 |
| 10 | C=C(C)COc1ccc(-c2ncnc(C(F)(F)F)c2-c2ccc(OC)cc2)c(O)c1 | 0 | -4% | -10 | 0.0% | 1 | -3 | / | 10% | -2% | / | -13 |
| 11 | CCOC(=O)C1=C(C)N(C[C@@H]2CC[C@@H](Cc3ccc4cc(OC)ccc4c3)O2)C(=O)NC1c1ccccc1 (stereo not given in full) | / | -9% | / | -1.0% | -9 | 2 | / | / | / | / | 6 |
| 12 | Cc1cc(C)c(CN2CCN(C(=O)Cn3ccc(NC(=O)OCc4ccccc4)nc3=O)CC2)c(C)c1 | 2 | -7% | / | -1.2% | ? | -5 | / | / | / | / | 6 |

The list continues:
Order of values: TRPV1 agonist	USP2a block	FBPA coupling cs	B2AR arrestin	KCNH2 3.1 inh	hERG WT inh	GALK inh	MLL CXXC-DNA inh	Menin-MLL TR inh	PKM2 activator	Giardia killer
(13) COc1ccc(NC(=O)C2CCN(S(=O)(=O)c3ccc4c(c3)NC(=O)CO4)CC2)cc1
 : 1	1%	/	0.2%	8	3	2%	2%	/	/	-21
(14) COC(=O)CCNC(=O)Cn1cnc2sc3c(c2c1=O)CCCC3
 : 0	-19%	0	0.0%	8	17	0%	-1%	-10%	-1%	-14
(15) O=C(O)c1cccc(N2C(=O)CSC2c2ccccc2)c1 (stereo not given)
 : 1	0%	-2	-0.2%	-13	0	-1%	-1%	0%	/	5
(16) Cc1ccc(C2(c3ccccc3)NC(=O)N(CC(=O)N3CC(=O)Nc4ccccc43)C2=O)cc1C (stereo not given)
 : -2	-3%	/	-0.2%	-3	-3	/	/	/	/	5
(17) O=S(=O)(Nc1nc2ccccc2nc1Nc1ccc2c(c1)OCCO2)c1cccs1
 : -1	-7%	4	0.3%	-7	11	4%	-3%	?	0%	-14
(18) Cc1nn(Cc2ccc(Cl)cc2Cl)c(C)c1NC(=O)c1nn(C)cc1Cl
 : 2	6%	7	0.3%	9	-9	-1%	-2%	8%	-4%	-10
(19) COc1ccccc1C1CC(c2ccc(Cl)cc2Cl)Nc2nc(N)nn21 (stereo not given)
 : /	5%	-1	-0.1%	-1	-3	1%	-5%	-10%[11.7 µM]	1%	-21
(20) CC1=C(C(=O)OCCOC(C)C)C(c2cc3c(cc2Br)OCO3)C2=C(CCCC2=O)N1 (stereo not given)
 : -1	1%	-1	0.4%	5	-43	0%	5%	19%	-3%	2
(21) NC(=S)N=Nc1c(O)n(CCCl)c2ccc(Cl)cc12
 : -3	4%	2	?	-6	-3	-2%	-4%	?	7%	-15
(22) CC(=O)NC1=NN(C(C)=O)C(c2ccc(C(C)C)cc2)S1 (stereo not given)
 : 1	-1%	2	-0.5%	-10	35	0%	-2%	-13%	0%	6
(23) COc1ccc(C(=O)NC23CC4CC(CC(C4)C2)C3)cc1
 : ?	0%	1	0.5%	-1	3	/	6%	0%	/	-24
(24) O=C(CCc1ccccn1)N1CCCC(N2CCN(c3ccc(F)cc3)CC2)C1 (stereo not given)
 : 0	2%	2	-0.3%	-17	26	1%	-7%	-9%	1%	-12
(25) CN1C(CC(=O)Nc2ccc(Cl)cc2Cl)c2ccccc2CC1(C)C (stereo not given)
 : 8	5%	-2	-0.4%	-8	17	0%	0%	/	3%	-7
(26) CCOc1ccc(NC(=O)c2cc(F)c(F)cc2Cl)cc1OCC
 : -2	-1%	0	0.1%	-3	-16	1%	2%	2%	-2%	-14
(27) COc1cccc(NC(=O)C2CCN(S(=O)(=O)c3ccc4c(c3)N(C(C)=O)CCO4)CC2)c1
 : 2	5%	-5	-0.1%	-18	7	0%	11%	18%	/	-7
(28) COc1ccc(N2CCN(C(c3cccc(OC)c3OC)c3nnnn3C3CCCC3)CC2)cc1 (stereo not given)
 : 7	1%	-7	0.1%	-3	5	-2%	-6%	-11%	-3%	8
(29) CCOP(=O)(OCC)C(NC(=O)Nc1ccc(Cl)c(Cl)c1)C(N)=O (stereo not given)
 : -9	2%	2	-0.3%	-4	-11	/	20%	-17%	-4%	-28

Compound activity (PubChem BioAssay)
